NALP1 yeast inh: blocks the NALP1 inflammasome reconstituted in yeast; AID 2071; 0.61% of 280,000 active; inhibition, % at 10 µM; S. cerevisiae NALP1/ASC/caspase-1 growth, X-gal OD620, 72 h; in the data active = inhibition mostly above about 24%, no sharp cut-off; inactive = mostly below about 32%; note: some compounds called inactive have numbers as strong as hits
PfM18AAP inh: PfM18AAP enzyme inhibition; recombinant PfM18AAP, H-Glu-NHMec fluorogenic cleavage; inhibition, % at 7.35 µM; AID 1822; 1.2% of 290,000 active;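 active = inhibition above the campaign mean inhibition over all tested compounds plus 3 SD, cut at about 28% in these data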;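 note: 0% = plate median of test compound wells and 100% = 2 mM ZnCl2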
MEKK2mut PB1 HTS: signal of MEK5 binding to mutant human MEKK2 PB1 domain; bead flow cytometry, Alexa488-MEK5 binding to MEKK2 mutant; percent response, % at 10 µM; 0.35% of 290,000 active; AID 1530; in the data active = percent response above about 24%, passing the limit was not always enough; note: inactives centre near 1; some results filed as inactive read as strong as hits; reference of the scale not given here
PHOSPHO1 inh: inhibitors of human PHOSPHO1 phosphatase | AID 1565 | 1.1% of 290,000 active | inhibition, % at 13.3 µM | recombinant PHOSPHO1, absorbance phosphatase assay | Q8TCT1; in the data active = inhibition above about 60%
MEKK2 WT-MEK5: raises or lowers MEK5 binding to wildtype human MEKK2 PB1 domain. bead flow cytometry, Alexa488-MEK5 binding to MEKK2 WT; actives lie on both sides. binding response (% of control), % at 10 µM. 1.1% of 290,000 active; in the data active = binding response below about 67% or above about 130%
FID counter: counter-screen for HCV NS3 helicase inhibitors: DNA intercalator displacement. 0.17% of 290,000 active. inhibition, % at 7.9 µM. DNA fluorescent intercalator displacement, fluorescence. AID 1845; in the data active = inhibition above about 37%;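 note: 0% = vehicle and 100% = reference compound; higher means more ethidium bromide displaced from hairpin DNA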
OXTR agonist: human OXTR agonism; AID 2435; 0.32% of 320,000 active; CHO-OTR cells, Fluo-8 calcium fluorescence; normalized: DMSO 0%, oxytocin 100%; P30559; activation, % at 3 µM;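 active = activation above the mean of all tested compounds plus 3 SD, cutoff set per screening run, cut at about 20% in these data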;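 note: peak over basal fluorescence ratio from a 100 s FLIPR kinetic read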
MEKK3 PB1 HTS: raises or lowers MEK5 binding to the human MEKK3 PB1 domain; Q99759; bead-based flow cytometry, Alexa488-MEK5 binding to MEKK3; actives lie on both sides; 0 = blocked by unlabeled MEK5, 100 = vehicle; binding response (% of control), % at 10 µM; 1.4% of 290,000 active;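 active = binding response more than 3 SD above or below the average of its plate-row segment, actives on both sides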;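 note: Alexa488 bead fluorescence after subtracting the streptavidin-only scavenger bead signal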
Target sequence (Q99759 whole entry, looked up, the tested form may be a part): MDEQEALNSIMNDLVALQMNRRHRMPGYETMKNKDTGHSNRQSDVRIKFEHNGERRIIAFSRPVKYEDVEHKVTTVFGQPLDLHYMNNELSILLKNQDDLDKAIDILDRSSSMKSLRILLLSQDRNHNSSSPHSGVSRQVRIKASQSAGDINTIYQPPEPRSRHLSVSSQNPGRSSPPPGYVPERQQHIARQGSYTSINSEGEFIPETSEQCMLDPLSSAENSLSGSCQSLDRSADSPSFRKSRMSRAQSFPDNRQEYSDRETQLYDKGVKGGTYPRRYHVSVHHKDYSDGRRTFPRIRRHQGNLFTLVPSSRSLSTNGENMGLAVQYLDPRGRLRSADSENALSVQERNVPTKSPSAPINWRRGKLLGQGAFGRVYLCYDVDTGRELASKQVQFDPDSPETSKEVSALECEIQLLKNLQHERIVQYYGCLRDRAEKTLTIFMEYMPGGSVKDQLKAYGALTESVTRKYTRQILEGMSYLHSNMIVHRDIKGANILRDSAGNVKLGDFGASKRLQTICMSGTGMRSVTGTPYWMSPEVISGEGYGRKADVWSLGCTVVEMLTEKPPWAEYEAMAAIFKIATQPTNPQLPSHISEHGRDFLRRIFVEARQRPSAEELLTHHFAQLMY
GPR7 antag: antagonists of human GPR7 (neuropeptides B/W receptor 1). GPR7-expressing cells, fluorescence antagonist assay. 1.1% of 290,000 active. inhibition, % at 4.4 µM. P48145; in the data active = inhibition above about 16%, passing the limit was not always enough;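 note: cells stimulated with the agonist NPW; 0% = agonist with vehicle and 100% = vehicle without agonist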
Target sequence (P48145 whole entry, looked up): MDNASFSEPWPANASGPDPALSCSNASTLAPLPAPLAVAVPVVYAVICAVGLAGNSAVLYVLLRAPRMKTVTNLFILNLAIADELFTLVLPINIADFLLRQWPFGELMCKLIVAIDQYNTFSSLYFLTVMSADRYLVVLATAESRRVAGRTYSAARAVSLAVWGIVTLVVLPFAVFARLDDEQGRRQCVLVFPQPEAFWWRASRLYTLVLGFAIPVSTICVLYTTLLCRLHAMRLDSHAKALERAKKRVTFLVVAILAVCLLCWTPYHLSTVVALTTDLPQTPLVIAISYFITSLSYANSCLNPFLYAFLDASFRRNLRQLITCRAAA
Starred values were filed as active, the others as inactive; · = no result given.

SMILES	NALP1 yeast inh	PfM18AAP inh	MEKK2mut PB1 HTS	PHOSPHO1 inh	MEKK2 WT-MEK5	FID counter	OXTR agonist	MEKK3 PB1 HTS	GPR7 antag
CCOc1ccc(CCNS(=O)(=O)c2cc3c(cc2C)NC(=O)CO3)cc1OCC	4	-2	-1	-135	97	-28	0.8	100	-5
Cc1nnc(SCC(=O)Nc2ccc(O)cc2)c2ccccc12	13	0	3	43	106	-4	0.8	104	-1
COc1ccc(NC(=O)c2sccc2SCC#N)cc1	36	2	4	10	102	-4	-0.5	103	-4
C=CCCC(=O)N1CCC(n2nccc2NC(=O)CCCc2ccccc2)CC1	11	-10	10	24	100	-37	-0.8	100	-9
CCN(CC)CCCNC(=O)CC1Sc2ccccc2NC1=O (configuration not stated)	-5	1	6	2	103	0	0.3	103	-13
CSc1nc(NCC(C)O)c2c3c(sc2n1)CN(C)CC3 (configuration not stated)	-13	11	4	·	103	3	0.1	100	16
CSc1ccccc1C(=O)N1CCN(c2ccc(F)cc2)CC1	8	-8	10	0	106	-18	2.2	108	-4
Fc1ccc(C2Nc3cccc4cccc(c34)N2)cc1	12	17	-4	16	98	-4	-0.6	102	8
COC(=O)[C@H](c1ccccc1Cl)N1CCc2sccc2C1	4	-3	6	5	104	-15	-2.3	101	-22
Cc1noc(/C=C/N(C)C)c1S(=O)(=O)N1CCN(c2ccc(F)cc2)CC1	6	-3	-1	14	99	-22	0.6	100	-14
Cc1cc(SCCOc2ccc(Br)cc2)nc(N)n1	33	-11	1	-7	107	-3	0.9	101	12
[O-][n+]1cccc2c(Br)cc(Br)c(O)c21	-12	8	-2	-33	100	2	-1.2	113	-9
O=C(O)COc1ccc2c(c1)O/C(=C\c1ccco1)C2=O	23	18	4	20	102	-11	-0.3	101	-16
COc1cc2ccccc2cc1C(=O)Nc1ccc(N2CCN(C(=O)C(C)C)CC2)cc1	26	2	-13	38	91	-48	7.7	85	1
S=C(NCc1cccnc1)Nc1ccc2c(c1)OCO2	32	1	-2	2	100	-6	-0.4	103	-9
CC(C)OC(=O)CN1C(=O)C(=O)c2ccccc21	-12	3	2	20	99	-2	-0.3	97	-2
Cc1ccc(NC(=O)CC2COc3ccccc3O2)cc1 (configuration not stated)	0	3	7	24	111	-9	-1.6	109	5
NNC(=O)c1cn2ccccc2n1	-3	-4	1	-24	96	-4	0.9	101	3
Cc1cnc(C(=O)OCC(=O)NC2CCCCCC2)cn1	-20	3	-2	17	98	-4	0.1	96	-15
Cc1ccc(NC(=O)C(=O)C2C(=O)Nc3ccccc32)cc1 (configuration not stated)	12	4	-1	49	105	-5	-1.4	101	-5
CCCOC(=O)C1C2C=CC(C3CC23)C1C(=O)OCC(=O)c1ccccc1 (configuration not stated)	·	1	-5	-13	91	-29	-2.0	93	-1
CC(=O)N1CCC(N(CCCOC(C)C)C(=O)Nc2ccc(C)c(C)c2)CC1	6	0	5	9	99	-14	-0.4	95	-13
OC1(c2ccc(Cl)cc2)CCN(Cc2cn[nH]c2-c2ccccc2)CC1	-12	-1	-6	42	105	5	1.1	99	5
CCOc1ccccc1NC(=O)c1ccc(F)c(S(=O)(=O)N2CCC3(CC2)OCCO3)c1	12	-18	6	7	108	-9	1.4	103	-20
Cn1c(C23CC4CC(CC(C4)C2)C3)n[nH]c1=S	28	17	-2	-21	103	-2	0.2	101	-2
CCOc1cc(S(=O)(=O)NC2CCCC2)ccc1Cl	30	3	6	-10	107	-1	0.4	105	-5
CCOC(=O)c1cc(C(=O)Nc2cccc(C)c2)nn1C	8	-1	5	7	103	-7	-0.8	99	-2
O=C(CN1CCCC1)Nc1ccc(F)cc1	16	-8	-14	45	85	0	0.5	98	7
Cc1sc2ncnc(SC(C)C#N)c2c1C (configuration not stated)	·	6	3	·	100	-1	-1.4	90	-9
CCCCCCC(=O)N(O)C1CC(=O)N(c2ccc(Br)cc2)C1=O (configuration not stated)	6	6	-7	-16	94	-17	-0.4	97	-14
Cn1c(=O)c2[nH]c(-c3ccccc3)nc2n(C)c1=O	7	1	-3	6	100	0	·	115	-12
CC(=O)Nc1ccc(Sc2ncccc2C(=O)Nc2ccc(OC(F)(F)F)cc2)cn1	30	-1	3	33	103	-11	71*	101	97*
COCCNC(=O)C(C)OC(=O)c1cc2occc2n1C (configuration not stated)	9	6	-4	10	89	1	-0.1	93	-16
COC(=O)C1(C)NC(c2cccc(C)c2)C2C(=O)N(c3ccc(F)cc3)C(=O)C21 (configuration not stated)	-8	1	13	45	113	-5	-0.5	110	-25
COc1ccc(CCN2CCCn3c2nc2c3c(=O)n(CC(C)C)c(=O)n2C)cc1OC	7	-1	-4	-12	101	-34	·	100	-6
CN(C)C=Nc1c(Br)cc(Br)c2nonc12	0	-28	-21	24	84	7	106*	91	-10
COc1cc(/C=N/NC(=O)c2nnn(-c3nonc3N)c2C(C)C)ccc1OCc1ccc(F)cc1	2	0	0	-15	103	-18	2.7	101	7
O=C(NC1CCCCC1)N1CCC(n2c(=O)[nH]c3ccccc32)CC1	-17	·	6	-3	110	·	1.6	107	·
Cc1ccc(OCC(=O)N/N=C/C=C/c2ccco2)c(Br)c1	26	16	-5	·	96	-15	·	101	-5
COc1cc(CN2CCCC(C)C2)ccc1OCc1ccccc1 (configuration not stated)	-30	-5	3	·	110	8	1.4	96	3
Cc1ccc(-c2nnc(SCC(=O)N3c4ccccc4NC(=O)C3(C)C)n2N)cc1	-2	4	-5	4	93	-5	0.0	95	-8
COc1cc(NC(=O)c2ccccc2)c(OC)cc1NC(=O)CN1CCN(c2ccccn2)CC1	16	-8	-8	37	95	-28	-1.7	90	-11
COc1ccccc1NC(=O)NCCC1=CCCCC1	9	-1	5	39	100	-10	-2.9	102	-20
FC(F)(F)c1cccc(NC(=S)Nc2cccc(Cl)c2)c1	28	3	1	10	109	-1	1.3	109	-8
COc1ccc2c(c1)C1(Nc3ccccc3-c3nc4ccccc4n31)C(=O)N2 (configuration not stated)	13	-6	-1	-18	98	-16	8.7	104	11
COC(=O)C1=C(C)NC(C)=C(C(=O)OC)C1c1ccc(-c2cccc(Cl)c2Cl)o1	34	-17	3	2	105	-2	0.1	98	-7
COc1ccc(NCC(=O)n2c(C)c(C)c3ccccc32)cc1OC	-3	9	-1	32	104	-3	-1.9	101	-4
Cc1ccc(C(=O)Nc2nnc(Cc3ccccc3)s2)cc1	-2	-7	9	11	108	-11	0.5	108	-8
CC1CCN(c2nc3ccc(C(=O)O)cc3s2)CC1	13	-1	-1	21	99	-5	-0.8	98	-9
CCC1CCCCN1C(=O)CSc1nnc(-c2ccc3c(c2)OCCO3)o1 (configuration not stated)	-25	-5	1	14	94	-28	1.2	94	-2

Further structures:
SMILES	NALP1 yeast inh	PfM18AAP inh	MEKK2mut PB1 HTS	PHOSPHO1 inh	MEKK2 WT-MEK5	FID counter	OXTR agonist	MEKK3 PB1 HTS	GPR7 antag
O=c1c2ccccc2ncn1-c1cccc(Br)c1	-16	-12	9	·	110	-5	-1.9	105	-4
COc1ccc(-c2nnc(SC(C)C(=O)NNC(=O)c3ccc(C)cc3)o2)cc1 (configuration not stated)	18	-7	11	8	101	-5	-0.5	101	-6
O=C(c1cc2cc(Cl)ccc2[nH]1)N1CCN(c2ccccc2F)CC1	12	0	0	20	102	-10	0.7	95	-1
Cc1c(C(=O)OC(C)C)sc2nc[nH]c(=O)c12	-16	0	-4	-1	98	2	1.5	98	-6
CN(Cc1c(F)cccc1Cl)S(=O)(=O)c1cccs1	7	-4	-4	-16	101	-13	-1.3	102	-1
CCC(=O)c1ccc(OCC(O)Cn2c(C)nc3ccccc32)cc1 (configuration not stated)	41	-3	2	0	101	-7	10	101	28*
Cc1csc(NC(=O)c2cccc(S(=O)(=O)N3CCN(C)CC3)c2)n1	26	1	-7	16	99	3	-0.7	98	6
CC(=O)NC(Cc1ccccc1)C(=O)N1CCN(C(=O)c2cccs2)CC1 (configuration not stated)	20	3	-7	34	92	-11	1.0	86	-7
COC(=O)c1ccc(/C(O)=C(\C#N)c2nc3ccccc3s2)cc1	-14	-3	5	9	103	-10	9.2	104	-9
O=C(Cc1cccs1)N1CCN(c2ccc(F)cc2)CC1	9	0	3	-17	104	-13	-1.1	111	9
N=C(N)SCCc1cccc(CCSC(=N)N)c1	·	·	7	·	120	·	0.1	107	·
C/C(=C\C#N)n1nc(C)cc1N	6	-5	5	18	105	-3	-0.2	109	-6
COc1ccc(-c2noc(CCC(N)=O)n2)cc1OC	36	14	-1	25	98	3	1.5	100	-7
O=C(NCc1nnc(SCC(=O)N2CCC(Cc3ccccc3)CC2)o1)c1ccco1	-29	-6	5	38	114	-27	-1.4	106	11
COc1ccccc1N1CCN(S(=O)(=O)c2ccc3c(c2)n(C)c(=O)n3C)CC1	-2	0	0	56	98	-39	0.2	107	-8
CCCN1Cc2cccc(C(=O)Nc3ccc4c(c3)OCCO4)c2C1=O	-28	-3	-2	2	98	-10	1.2	96	-2
O=C(CN1C(=O)S/C(=C\c2ccc(Cl)cc2)C1=O)NC1C=CS(=O)(=O)C1 (configuration not stated)	-13	5	2	16	98	-8	2.1	100	-10
O=C(NCCc1ccccc1)c1oc2ccccc2c1COc1ccccc1	24	2	0	-12	107	-18	5.2	101	-16
CCCSc1nsc(NC(=O)C(c2ccccc2)c2ccccc2)n1	-12	3	1	33	96	-10	1.3	102	-11
O=S(=O)(c1ccccc1F)N1CCN(Cc2nc3ccccc3[nH]2)CC1	-14	-12	-5	12	89	0	2.1	89	-6
COc1ccc(CCNC(=O)COC(=O)c2ccco2)cc1OC	23	-10	3	-1	104	-6	0.0	101	25
Cc1cc(NCC2CCCCC2)nc2ccccc12	35	1	6	20	121	4	1.7	104	6
O=C(Nc1ccc(F)c(Cl)c1)c1ccc2c(c1)OCO2	25	-8	4	22	106	1	-0.3	106	7
CCOC(=O)Nc1cc(OCC)c(NC(=O)C2CC2)cc1OCC	6	0	4	-14	102	0	0.6	94	-6
O=C(NCc1ccc2c(c1)OCO2)C1CC(=O)N(CCc2ccc(F)cc2)C1 (configuration not stated)	7	12	2	32	100	-15	-0.2	103	-8
O=S(=O)(NCC(O)c1ccccc1)c1cc(Cl)sc1Cl (configuration not stated)	10	6	0	29	100	-17	-0.1	101	-16
CC(C)CC(=O)Nc1cc(C(F)(F)F)ccc1N1CCOCC1	39*	-1	-1	19	105	-12	-2.2	104	-2
Cn1c(=O)[nH]c(=O)c2c1nc(N1CCCCCC1)n2CC(N)=O	0	3	4	-4	99	2	0.9	98	-4

Entries of single compounds, looked up by structure. Order of screens: NALP1 yeast inh	PfM18AAP inh	MEKK2mut PB1 HTS	PHOSPHO1 inh	MEKK2 WT-MEK5	FID counter	OXTR agonist	MEKK3 PB1 HTS	GPR7 antag
COc1ccc(-c2noc(CCC(N)=O)n2)cc1OC in the list: 36	14	-1	25	98	3	1.5	100	-7
OC1(c2ccc(Cl)cc2)CCN(Cc2cn[nH]c2-c2ccccc2)CC1 in the list: -12	-1	-6	42	105	5	1.1	99	5
Cc1nnc(SCC(=O)Nc2ccc(O)cc2)c2ccccc12 in the list: 13	0	3	43	106	-4	0.8	104	-1
COC(=O)c1ccc(/C(O)=C(\C#N)c2nc3ccccc3s2)cc1 in the list: -14	-3	5	9	103	-10	9.2	104	-9
Fc1ccc(C2Nc3cccc4cccc(c34)N2)cc1 in the list: 12	17	-4	16	98	-4	-0.6	102	8
